Screens from PubChem BioAssay.
phage Ecoli inh: growth loss of phage-infected E. coli, primary screen, RecBCD inhibitor project, absorbance, with phage, HTS | inhibition, % at 11.9 µM | 360,000 compounds, 0.26% hits | AID 651602, 2012; in the data active = inhibition above about 11%
PKA-R2B activ: activators of PKA-R2B holoenzyme, primary screen, biochemical, fluorescence polarization, Cy5-IP20, human; cAMP-dependent protein kinase catalytic subunit beta (Homo sapiens) + cAMP-dependent …; PKA-R2B holoenzyme dissociation; R2B truncated from residue 108, S112A mutant; 0% DMSO only, 100% 113 µM cGMP; activation, % at 11.4 µM; 340,000 compounds, 0.079% hits; AID 504700, 2011;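 active = activation above a cutoff set at the mean over all compounds plus 3 SD, cut at about 18% in these data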;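 also: higher means more holoenzyme dissociation and a rise in polarization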
Tat transport: E. coli Tat export inhibitors, primary screen, MC4100, TorA-mCherry reporter, fluorescence, single point; inhibition, % at 10 µM; 340,000 compounds, 0.036% hits;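 active = mean replicate inhibition at least 50% and at least half of replicates individually reaching 50%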;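 also: exported cargo escapes ClpAP degradation while cytoplasmic cargo is degraded and loses fluorescence; 0% = median of neutral control wells and 100% = median of NaSCN control wells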
HTR5A inv ag: HTR5A inverse agonists in luminescence cell assay, primary screen, counter-screen for OPRM1-OPRD1 heterodimer inverse agonist project, full-deck HTS | AID 504634, 2011 | 340,000 compounds, 0.083% hits | inhibition, % at 9.3 µM | 5-hydroxytryptamine receptor 5A (Homo sapiens), P47898 | HTR5A cell line, inverse agonism; in the data active = inhibition mostly above about 23%, no sharp cut-off; inactive = mostly below about 18%;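 also: 0% = cells with DMSO and 100% = no-cell wells with DMSO; some compounds called inactive have numbers as strong as hits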
Target sequence (P47898 whole entry, looked up): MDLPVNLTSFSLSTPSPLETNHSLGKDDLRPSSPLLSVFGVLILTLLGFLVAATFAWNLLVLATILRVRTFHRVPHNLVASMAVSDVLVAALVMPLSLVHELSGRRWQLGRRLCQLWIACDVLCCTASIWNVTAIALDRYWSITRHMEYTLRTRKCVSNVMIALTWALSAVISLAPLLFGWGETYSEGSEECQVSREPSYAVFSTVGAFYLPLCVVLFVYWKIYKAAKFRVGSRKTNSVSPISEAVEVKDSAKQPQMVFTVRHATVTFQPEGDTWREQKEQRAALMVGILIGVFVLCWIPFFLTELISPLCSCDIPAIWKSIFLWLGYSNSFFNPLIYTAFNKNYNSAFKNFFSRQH
SUMO Mot1 rescue: yeast Mot1-301 growth rescue at high temperature, primary screen, SUMOylation pathway inhibitor project, S. cerevisiae, ATP luminescence, 38.5C. S. cerevisiae Mot1-301 growth rescue; percent above DMSO median, 100 means doubled. 320,000 compounds, 1% hits. growth rescue, % at 18.8 µM;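 active = every valid replicate shows activation above 250% relative to neutral control wells; inactive = the rest, any valid replicate at or below 250%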;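 also: OY570 slx delta 5 strain wells were the positive control but not used for scaling; some compounds called inactive have numbers as strong as hits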
DAGLB inhibitor: DAGLB lipase inhibitors, primary screen, biochemical, fluorescence, HTS. HEK293T DAGLB membrane lysate, EnzChek fluorogenic substrate. 340,000 compounds, 0.059% hits. inhibition, % at 5.17 µM; in the data active = inhibition above about 34%;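 also: 0% = enzyme with vehicle and 100% = wells lacking enzyme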
AddAB inh: growth inhibition of E. coli expressing H. pylori AddAB, primary screen, AddAB inhibitor project, absorbance; 330,000 compounds, 0.29% hits; AID 435030, 2010; inhibition, % at 11.9 µM; in the data active = inhibition above about 12%;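 also: 0% = vehicle wells of infected cells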
HTR5A ag: HTR5A agonists in luminescence cell assay, primary screen, counter-screen for OPRM1-OPRD1 heterodimer agonist project, full-deck HTS | cell-based | activation, % at 9.3 µM | 5-hydroxytryptamine receptor 5A (Homo sapiens), P47898 | AID 504692, 2011 | 340,000 compounds, 0.61% hits; in the data active = activation mostly above about 9.5%, no sharp cut-off; inactive = mostly below about 7.6%;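 also: 0% = cells with vehicle only and 100% = reference agonist; strong numbers were not always called active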
PKA-R1A activ: activators of PKA-R1A holoenzyme, primary screen, biochemical, fluorescence polarization, Cy5-IP20, bovine R1A, mouse PKAc. activation, % at 11.4 µM. 340,000 compounds, 0.083% hits. cAMP-dependent protein kinase type I-alpha regulatory subunit (Bos taurus) + …. PKA-R1A dissociation; scaled: DMSO 0%, 113 µM cGMP 100%;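 active = percent activation above the mean of all tested compounds plus 3 SD, cut at about 19% in these data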;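 also: higher means more PKAc released from R1A so a rise in polarization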
Ecoli viability: E. coli V3065 growth inhibition, primary screen, counter-screen for AddAB inhibitor project, absorbance, OD600. 18 h. inhibition, % at 11.9 µM. 330,000 compounds, 0.27% hits. AID 449728, 2010;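 active = inhibition above the campaign's mean inhibition across all tested compounds plus 3 SD, cut at about 9.9% in these data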;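 also: uninfected addAB+ strain grown without phage in ampicillin broth; 0% = DMSO wells and 100% = ciprofloxacin 0.95 µg/ml wells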
CDK5 p35 inh: inhibitors of human CDK5/p35 kinase, primary screen, biochemical, single concentration; 330,000 compounds, 0.01% hits; AID 488839, 2010; Cyclin-dependent kinase 5 (Homo sapiens) + Cyclin-dependent kinase 5 activator 1 (Homo …; Recombinant CDK5/p35, ADP-Glo luminescence, 60 min; inhibition, % at 10 µM;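 active = highest replicate inhibition of at least 50% and at least 75% of replicates reaching 50%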;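 also: plate controls were DMSO neutral control for no effect and GW8510 at 10 µM for full effect; many of its hits are not listed in these tables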
Target sequence (Q00535 whole entry, looked up): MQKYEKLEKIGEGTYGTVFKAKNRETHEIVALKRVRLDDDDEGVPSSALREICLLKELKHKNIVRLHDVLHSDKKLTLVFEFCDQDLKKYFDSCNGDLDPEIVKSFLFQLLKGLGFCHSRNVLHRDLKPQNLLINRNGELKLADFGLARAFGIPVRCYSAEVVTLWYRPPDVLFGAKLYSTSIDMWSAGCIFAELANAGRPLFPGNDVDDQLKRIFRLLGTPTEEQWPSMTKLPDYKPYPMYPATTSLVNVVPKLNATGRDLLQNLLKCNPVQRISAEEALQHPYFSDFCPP
Target sequence (Q15078 whole entry, looked up): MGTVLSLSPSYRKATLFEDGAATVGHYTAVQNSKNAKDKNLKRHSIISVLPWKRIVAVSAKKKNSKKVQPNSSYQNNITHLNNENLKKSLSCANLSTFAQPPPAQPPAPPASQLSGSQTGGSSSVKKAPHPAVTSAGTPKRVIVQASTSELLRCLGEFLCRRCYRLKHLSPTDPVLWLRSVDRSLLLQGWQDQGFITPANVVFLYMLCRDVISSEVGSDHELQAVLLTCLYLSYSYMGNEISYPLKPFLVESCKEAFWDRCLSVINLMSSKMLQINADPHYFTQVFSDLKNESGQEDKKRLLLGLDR
An asterisk follows results filed as active; · = no result given; + = active, no number.

(1) O=C(CC1SCCNC1=O)Nc1ccccc1Cl (stereo not drawn)
(2) Cc1nc(SCc2nc3ccc(F)cc3[nH]2)c2oc3ccccc3c2n1
(3) COC(=O)c1ccccc1Oc1c(F)c(F)nc(N2CCOCC2)c1F
(4) CCCOc1ccc(C(=O)NCC(c2ccco2)N(C)C)cc1OC (stereo not drawn)
(5) CCCOc1ccc(N2C(=O)CC(NCc3cccs3)C2=O)cc1 (stereo not drawn)
Assay by compound,1,2,3,4,5
phage Ecoli inh,1.1,2.9,0.3,2.5,2.9
PKA-R2B activ,-1,-6,-6,7,0
Tat transport,-1,-5,-2,-3,-4
HTR5A inv ag,14,-19,-6,2,-5
SUMO Mot1 rescue,·,-4,-24,-6,2
DAGLB inhibitor,-2,-2,-7,0,-1
AddAB inh,-0.9,0.7,1.5,-1.6,2.9
HTR5A ag,3,2,-4,-1,0
PKA-R1A activ,0,1,-13,-10,4
Ecoli viability,0.2,-1.2,0.4,-1.7,0.6
CDK5 p35 inh,-2.0,-0.8,-0.8,-0.3,-0.4

(6) CC(=O)c1cccc(NC(=O)N2CCCc3ccccc32)c1
(7) N=C1S/C(=C\c2ccc(O)cc2)C(=O)N1c1ccc(F)cc1
(8) CCOC(=O)C1CCN(C(=O)CN(c2ccc(Cl)c(C(F)(F)F)c2)S(C)(=O)=O)CC1
(9) O=Cc1c(SCCO)nc2ccccn2c1=O
(10) CC(=O)Nc1ccc(CN2CCCC(CO)(Cc3cccc(Cl)c3)C2)cc1 (stereo not drawn)
Assay by compound,6,7,8,9,10
phage Ecoli inh,1.9,·,0.1,2.6,3.0
PKA-R2B activ,-11,0,-8,-3,-1
Tat transport,6,-5,1,-4,-3
HTR5A inv ag,-10,-43,-30,-4,-3
SUMO Mot1 rescue,-13,-15,34,13,+
DAGLB inhibitor,-5,1,0,-1,1
AddAB inh,-1.4,1.8,-0.6,0.1,3.1
HTR5A ag,5,15*,4,1,-7
PKA-R1A activ,3,-7,0,-5,6
Ecoli viability,-2.6,-1.2,-0.3,-1.7,0.1
CDK5 p35 inh,-3.0,-1.5,-0.2,0.7,-1.7

(11) O=C(NCc1ccc(Cl)cc1Cl)Nc1ccccc1
(12) CCC(=O)N1CCN(c2ccccc2NC(=O)c2cccc(C)c2)CC1
(13) N#CC(c1ccc(Cl)nn1)c1c(F)cccc1Cl (stereo not drawn)
(14) c1ccc(Cc2nnc(Sc3ccccc3)c3ccccc23)cc1
(15) CCOC(=O)N1CCN(C(=O)COc2cc(C)c(Cl)c(C)c2)CC1
Assay by compound,11,12,13,14,15
phage Ecoli inh,6.6,-0.8,0.8,4.3,1.8
PKA-R2B activ,4,-3,-6,1,-4
Tat transport,0,-4,5,11,-4
HTR5A inv ag,-3,6,3,-23,-25
SUMO Mot1 rescue,15,-2,-5,-9,8
DAGLB inhibitor,-7,-2,-1,-9,-3
AddAB inh,4.8,3.1,0.6,0.0,0.5
HTR5A ag,3,-2,-15,-1,-4
PKA-R1A activ,0,3,1,-1,5
Ecoli viability,3.2,0.1,-1.4,1.4,-2.5
CDK5 p35 inh,-0.8,-1.4,0.2,-0.4,-0.4

(16) COCCNC(=O)Cn1c(=O)oc2cc(S(=O)(=O)N3CC(C)CC(C)C3)ccc21 (stereo not drawn)
(17) Cc1c(N(C)S(=O)(=O)c2cc(C(=O)N3CCCC3)ccc2Cl)c(=O)n(-c2ccccc2)n1C
(18) O=C(NCC(c1cccnc1)N1CCN(c2ccc(F)cc2)CC1)c1cccc(Cl)c1 (stereo not drawn)
(19) COc1ccc2c(Cl)c(C(=O)N/N=C/c3cccnc3)sc2c1
(20) CCOC(=O)N1CCN(Cc2c(O)ccc3ccccc23)CC1
Assay by compound,16,17,18,19,20
phage Ecoli inh,-0.2,2.5,-0.5,0.6,1.7
PKA-R2B activ,-9,6,-1,-4,-2
Tat transport,3,1,0,-1,6
HTR5A inv ag,1,19,-20,-4,1
SUMO Mot1 rescue,-6,0,45,18,24
DAGLB inhibitor,-1,2,-1,-2,-2
AddAB inh,1.5,1.6,1.1,0.0,-0.1
HTR5A ag,0,1,8,1,0
PKA-R1A activ,-1,2,-1,-5,-2
Ecoli viability,-1.9,0.6,0.4,-0.1,-2.1
CDK5 p35 inh,-0.1,-2.1,0.3,1.2,2.9

3 compounds out of the list above, arranged by the value under SUMO Mot1 rescue, largest number first.
#	smiles	phage Ecoli inh	PKA-R2B activ	Tat transport	SUMO Mot1 rescue	DAGLB inhibitor	PKA-R1A activ	CDK5 p35 inh
20	CCOC(=O)N1CCN(Cc2c(O)ccc3ccccc23)CC1	1.7	-2	6	24	-2	-2	2.9
19	COc1ccc2c(Cl)c(C(=O)N/N=C/c3cccnc3)sc2c1	0.6	-4	-1	18	-2	-5	1.2
16	COCCNC(=O)Cn1c(=O)oc2cc(S(=O)(=O)N3CC(C)CC(C)C3)ccc21 (stereo not drawn)	-0.2	-9	3	-6	-1	-1	-0.1

The list continues.
Below each SMILES – phage Ecoli inh, PKA-R2B activ, Tat transport, HTR5A inv ag, SUMO Mot1 rescue, DAGLB inhibitor, AddAB inh, HTR5A ag, PKA-R1A activ, Ecoli viability, CDK5 p35 inh
[21] C/C(=N\NC(=O)CSCc1cccc(Br)c1)c1ccc([N+](=O)[O-])cc1
  4.7, 2, -6, 8, -23, 0, -2.4, -3, -4, -2.7, 1.4
[22] CCN(CC)C(=O)CSc1nc(C)cc(-c2cccs2)c1C#N
  0.9, -5, -4, 18, -22, -6, 2.0, 2, -3, 0.6, 1.9
[23] O/N=C1\CCCc2oc3c(c21)CCCC3
  2.1, -4, -8, 7, 11, -2, 1.6, -3, -2, 2.2, 1.2
[24] CCN1C(=O)[C@H]2[C@@H](c3ccc(-c4ccccc4)c(OC)c3)N[C@@](CC(C)C)(C(=O)OC)[C@H]2C1=O
  0.8, -3, 7, -4, -6, -15, 2.7, -1, -9, 0.2, -3.0
[25] N/C(=N\OC(=O)CCCc1ccccc1)c1cccc([N+](=O)[O-])c1
  3.0, 3, -4, -4, -19, -14, 5.9, 1, 11, -0.5, 0.1
[26] COc1cc(C2NC(=O)NC(c3ccccc3)=C2C(C)=O)cc(Cl)c1OCC(=O)O (stereo not drawn)
  3.3, 10, 3, -16, 64, 0, -2.4, 6, 8, -3.5, -4.0
[27] COc1cc(N2CCCC2)c(OC)cc1/C=C(/C#N)c1ccc(F)cc1
  4.0, -4, 4, -15, 201, -7, 3.2, -4, -2, -0.5, 0.2
[28] CN(C)c1ccc(/C=C/c2nc3ccccc3s2)cc1
  1.6, 2, 5, -15, -26, -17, 1.1, -3, 10, 1.6, 5.4
[29] COCCn1c(=O)[nH]c2cc(C(=O)NCc3ccccc3)ccc2c1=O
  2.3, -8, 1, -1, -6, 1, -1.9, 0, -12, -1.1, -0.7
[30] CCc1cccc(C)c1NC(=O)C(c1ccccc1)N1CCC1=O (stereo not drawn)
  3.5, -10, 2, -4, -10, 3, -1.4, 2, -2, 0.0, -0.4

Below each SMILES – phage Ecoli inh, PKA-R2B activ, Tat transport, HTR5A inv ag, SUMO Mot1 rescue, DAGLB inhibitor, AddAB inh, HTR5A ag, PKA-R1A activ, Ecoli viability, CDK5 p35 inh
[31] Cc1cc(C)cc(Oc2ccc(C(F)(F)F)cc2C#N)c1
  0.6, -4, 5, -6, -15, -8, 1.4, 6, 1, 0.5, 0.2
[32] CN(C)c1ccc(C(CC(=O)O)C(=O)O)cc1 (stereo not drawn)
  2.0, -9, -4, 3, 8, -1, 3.8, -1, -14, 2.4, 0.1
[33] CCC(C)[C@H]1CNC(=S)N1CCC12CC3CC(CC(C3)C1)C2 (stereo partly drawn)
  1.4, 6, -12, -22, 0, -3, 0.3, 8, 10, -0.9, -0.4
[34] Cc1cc(NC(=O)CSCc2ccc([N+](=O)[O-])cc2)no1
  2.6, 2, 3, -2, 6, 0, -1.5, 5, -3, -2.2, 1.1
[35] Fc1ccc(Nc2ncnc3sccc23)cc1
  3.2, 10, -6, -17, -8, -1, 3.2, 7, 0, 0.3, -2.3
[36] COc1ccc(CNC(=O)C(C#N)c2nc3ccccc3nc2N2CCN(C)CC2)cc1 (stereo not drawn)
  0.9, -9, -4, -22, -13, 6, 1.4, 8, 0, -2.5, 0.7
[37] O=C(COc1ccccc1)N1CCNC1=O
  0.9, -2, 14, 0, 0, -1, 1.4, 5, -5, 0.2, -6.0
[38] O=C(c1ccco1)N1CCN(Cc2csc(-c3ccccc3Cl)n2)CC1
  1.3, -9, 6, 2, 13, 0, 0.9, -1, 6, 1.6, 1.0
[39] O=C1NC2(Nc3ccccc31)C(=O)Nc1ccccc12 (stereo not drawn)
  3.8, -3, -2, -19, 292, 1, 3.2, 8, 4, 0.3, 1.3
[40] COCCC(=O)N1CCC(Oc2ccc(C(=O)N3CCC[C@H]3CO)cc2)CC1
  -0.9, -1, 8, -37, -10, 0, ·, 2, 4, ·, -1.1

Below each SMILES – phage Ecoli inh, PKA-R2B activ, Tat transport, HTR5A inv ag, SUMO Mot1 rescue, DAGLB inhibitor, AddAB inh, HTR5A ag, PKA-R1A activ, Ecoli viability, CDK5 p35 inh
[41] CN(C)CCN(Cc1cc2cc3c(cc2nc1Cl)OCO3)C(=O)c1ccco1
  4.6, 0, -14, -10, 180, 1, 3.9, 4, 3, -0.3, -0.9
[42] CN(C)CCN(C(=O)c1ccco1)c1nc2cc3c(cc2s1)OCCO3
  1.8, 5, -7, -8, -8, -1, 4.6, 2, -2, 1.5, 1.3
[43] CC(=O)c1ncnn1CC(=O)c1ccc(Cl)cc1Cl
  1.8, -13, 6, -43, 14, -2, -0.1, -2, 9, -3.9, 0.2
[44] CCC(=O)Nc1nc2ccccc2n1CCN1CCOCC1
  1.4, 1, -3, ·, ·, 0, 0.5, ·, 2, 0.2, -1.4
